OXTR agonist – activates the human oxytocin receptor. P30559. CHO-OTR cells, Fluo-8 calcium fluorescence; normalized: DMSO 0%, oxytocin 100%. activation, % at 3 µM. actives 0.32% (n = 320,000). AID 2435;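 active = activation above the mean of all tested compounds plus 3 SD, cutoff set per screening run, cut at about 20% in these data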;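 note: peak over basal fluorescence ratio from a 100 s FLIPR kinetic read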
Target sequence (P30559 whole entry, looked up): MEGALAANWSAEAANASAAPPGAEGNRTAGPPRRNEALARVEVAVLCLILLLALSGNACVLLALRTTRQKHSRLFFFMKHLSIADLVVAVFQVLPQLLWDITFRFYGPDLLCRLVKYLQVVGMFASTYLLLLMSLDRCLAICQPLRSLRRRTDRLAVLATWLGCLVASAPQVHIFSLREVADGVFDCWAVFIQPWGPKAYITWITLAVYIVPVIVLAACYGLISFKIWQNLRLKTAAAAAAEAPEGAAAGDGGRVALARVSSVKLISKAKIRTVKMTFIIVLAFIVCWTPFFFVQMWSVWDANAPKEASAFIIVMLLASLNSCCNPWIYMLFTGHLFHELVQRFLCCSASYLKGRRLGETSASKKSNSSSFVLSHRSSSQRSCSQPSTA
OXTR potentiate – potentiators of human oxytocin receptor; AID 2445; P30559; activation, % at 3 µM; actives 0.061% (n = 320,000); CHO-OTR cells, Fluo-8 calcium fluorescence, potentiator mode; 0% = oxytocin EC15, 100% = EC100;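 active = activation above that plate's cutoff, the mean activation of tested compounds plus 3 SD, cut at about 6.6% in these data, passing the limit was not always enough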;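 note: 100% uses oxytocin at 75 nM as the full agonist control; some results filed as inactive read as strong as hits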
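Assay system: CHO cell line stably expressing human OTR | Also added: Oxytocin at about EC15, sub-maximal agonist stimulus | Times: Compound 6 min at room temperature before oxytocin, 100 s read | Measured by: Fluo-8 intracellular calcium fluorescence, ex 470-495, em 515-575 nm | Controls: EC15 oxytocin alone as 0%, 75 nM oxytocin as 100%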
CHRM1 antagonist – human CHRM1 antagonism; actives 1.3% (n = 360,000); inhibition, % at 3 µM; CHO-K1 hM1, Fluo-8 calcium fluorescence, ACh EC80 antagonist; P11229; AID 588852;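 active = percent inhibition above its own plate's cutoff, namely the mean of that plate's compound wells plus 3 SD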;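 note: peak over basal fluorescence ratio during 140 s after agonist addition; 0% = ACh EC80 plus DMSO and 100% = DMSO alone without agonist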
V1aR counter – V1a receptor agonism, counter-screen for OXTR agonists; CHO-V1R cells, Fluo-8 calcium fluorescence, agonist mode; 0% DMSO, 100% 3 nM vasopressin; activation, % at 3 µM; actives 0.25% (n = 320,000);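 active = activation above the mean activation of all tested compounds plus 3 SD, per screening run, cut at about 20% in these data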;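 note: signal is peak over basal fluorescence ratio across a 100 second FLIPR read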
M1 PAM – human CHRM1 positive allosteric modulation | P11229 | CHO-K1 hM1, Fluo-8 calcium fluorescence, ACh EC20; 0% = ACh EC20, 100% = maximal ACh | activation, % at 3 µM | actives 0.088% (n = 360,000); in the data active = activation above about 19%, passing the limit was not always enough
TAAR1 antagonist – human TAAR1 antagonism; inhibition, % at 3 µM; Q96RJ0; actives 1.5% (n = 360,000); CHO RD-HGA16 TAAR1, Fluo-8 calcium fluorescence, antagonist;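 active = inhibition above a per-plate cutoff, the mean inhibition of test compounds on that plate plus 3 SD, cut at about 49% in these data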;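 note: 0% = DMSO plus EC80 beta-PEA response and 100% = DMSO alone without agonist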
Target sequence (Q96RJ0 whole entry, looked up): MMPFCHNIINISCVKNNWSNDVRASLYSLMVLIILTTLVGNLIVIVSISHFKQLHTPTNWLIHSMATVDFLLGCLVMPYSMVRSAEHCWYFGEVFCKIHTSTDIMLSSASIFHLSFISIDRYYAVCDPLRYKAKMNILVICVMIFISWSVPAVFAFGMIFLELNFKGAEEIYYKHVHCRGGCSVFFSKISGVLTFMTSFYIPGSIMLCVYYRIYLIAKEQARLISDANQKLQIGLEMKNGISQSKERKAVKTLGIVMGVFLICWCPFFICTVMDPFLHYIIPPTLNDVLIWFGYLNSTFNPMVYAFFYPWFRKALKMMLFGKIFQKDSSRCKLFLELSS
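Assay system: CHO-derived RD-HGA16 cells stably expressing human TAAR1 plus Gα16. Timing: 140 s kinetic read after compound, 140 s after agonist. Technique: kinetic Fluo-8 calcium fluorescence measurement. Measure: % inhibition of agonist calcium response.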
TAAR1 ag – human TAAR1 agonism. Q96RJ0. CHO RD-HGA16 TAAR1, Fluo-8 calcium fluorescence; vehicle wells 0%, saturating PEA agonist 100%. activation, % at 3 µM. actives 0.99% (n = 360,000);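 active = activation above the mean activation of all test compounds in the run plus 3 SD, cut at about 38% in these data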
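Test system: RD-HGA16 (CHO) cells co-expressing Gα16 and hTAAR1; dosing: one-point dosing at 3 µM (nominal); timing: 17-24 h seeding, 75 min 37 °C dye, 30 min RT; signal: kinetic Fluo-8 calcium fluorescence; read-out basis: % activation relative to PEA EC100 response; controls: DMSO and PEA EC100; replicates: n 1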
CHO parental Ca – signal in parental CHO cells, OX1R antagonist counter-screen. actives 0.63% (n = 330,000). inhibition, % at 5.6 µM. parental CHO-K1, ATP-induced calcium, Fluo-8 fluorescence;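 active = inhibition above that plate's mean sample inhibition plus 3 SD, cut at about 26% in these data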;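 note: 0% = ATP-challenged DMSO wells and 100% = DMSO wells without ATP; some compounds past the cut are filed as inactive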
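Material: parental CHO cells / Compound: single nominal dose of 5.6 µM per compound / Signal: Fluo-8 fluorescence / Replicates: singlicate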
M1 ag – human M1 muscarinic receptor agonism; activation, % at 3 µM; actives 0.33% (n = 360,000); CHO-K1 hM1, Fluo-8 calcium fluorescence, agonist mode; 0% DMSO, 100% acetylcholine EC100; AID 588814;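 active = activation above the run's mean compound activation plus 3 SD, cut at about 16% in these data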;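 note: peak over basal fluorescence ratio within a 140 s kinetic read after compound addition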
Starred values were filed as active, the others as inactive; . = not tested or not shown.

Results follow in this order: CHO parental Ca, V1aR counter, TAAR1 antagonist, CHRM1 antagonist, M1 ag, OXTR agonist, M1 PAM, TAAR1 ag, OXTR potentiate
COc1cc2nc(N(CCN(C)C)C(=O)c3ccc(S(=O)(=O)N(C)CC4CCCO4)cc3)sc2cc1OC (stereo not drawn)
→ -12, -0.5, 5, 7, -6, 0.5, 3, 6, -7
Cc1cccc(-n2nnnc2SCC(=O)Nc2cccc(S(N)(=O)=O)c2)c1
→ -23, -0.5, 6, -4, -3, 0.7, 0, 0, -6
O=C(NC(=S)Nc1cc(S(=O)(=O)N2CCOCC2)ccc1N1CCOCC1)C1CCCC1
→ -9, 0.3, ., ., ., 1.5, ., ., -6
C#CCN(C(=O)Nc1ccccc1)c1ccccc1
→ -6, -0.1, 2, -5, -6, -0.7, 4, 7, -5
NC(=O)c1ccccc1NC(=O)c1cc(S(=O)(=O)N2CCCCC2)ccc1N1CCOCC1
→ -12, 0.5, 7, -2, -3, 3.2, 8, 12, 0
CC(c1cccnc1)N(CCN(C)C)C(=O)Nc1ccc(Cl)cc1 (stereo not drawn)
→ -1, 1.8, 3, -11, -2, 2.2, 8, 5, -4
CC1CCCCN1C(=O)Cn1c(=O)n(-c2ccc(F)cc2)c(=O)c2sccc21 (stereo not drawn)
→ 4, -0.2, 13, -9, -2, 0.0, 7, -2, -1
CNC(=O)CCn1nc(-c2ccc(Cl)cc2)c2ccccc2c1=O
→ -7, -0.2, -20, -1, -2, -1.4, 5, 8, -7
c1ccc2c(c1)Nc1nccnc1S2
→ -1, -0.5, -5, -6, -5, -0.9, 5, 2, -1
COc1ccc(N2CCN(C(=O)CSc3nc4cc(OC)c(OC)cc4cc3C#N)CC2)cc1
→ -10, -0.2, -25, -16, -6, -0.9, 3, 1, -4
O=C(c1cc2ccccc2oc1=O)N(Cc1ccccc1)Cc1ccc2c(c1)OCO2
→ -14, 0.1, 43, 15, 0, -0.4, -4, 6, -11
C=CCOc1ccc(C2C(C(=O)c3ccco3)=C(O)C(=O)N2CCCN(CC)CC)cc1 (stereo not drawn)
→ -3, -0.3, -11, -6, -3, 0.2, 5, 9, -9
CCn1c(=O)cc(SCC(=O)Nc2ccc(Cl)cc2)c2ccccc21
→ -4, 0.8, -21, -13, -1, -0.5, 17, 9, -9
COc1coc(C(O)CN)cc1=O (stereo not drawn)
→ 0, 0.6, 7, -2, -5, -1.0, 7, 0, -6
O=c1c2ccccc2nc(SCCN2CCCCC2)n1CCc1ccccc1
→ -17, -0.1, -2, 0, -15, -0.7, -12, 2, -7
O=C(c1ccc([N+](=O)[O-])s1)N1CCN(c2cccc(Cl)c2)CC1
→ -9, 3.1, 31, 14, -8, -0.2, -14, 4, -10
O=C(NCC(=O)N1CCCCCCC1)c1ccccc1Cl
→ -15, 0.4, 4, -9, -4, 1.1, 7, 9, 4
Cc1ccc(NC(=O)C2CC(=O)Nc3ncnn32)c(C)c1 (stereo not drawn)
→ -3, 0.6, -10, -1, -3, 0.6, 5, 2, 2
Cn1c(C(=O)NCC2CCCO2)cc2c(=O)n3ccccc3nc21 (stereo not drawn)
→ 3, 0.0, 5, -7, 13, 2.3, 13, 11, -7
Cc1cccc(-n2cc(CNCCc3nc(C)cc(C)n3)c(-c3cccc(F)c3)n2)c1
→ 13, 1.8, 12, -10, -1, 5.8, 5, 15, -11
O=C1Nc2ccccc2C12OCC1(CO2)COC2(OC1)C(=O)Nc1ccccc12 (stereo not drawn)
→ -21, 2.5, 5, -24, 2, 4.6, 4, 33, -8
CC(C)C(=O)NCCCc1ccccc1
→ -6, 0.1, 10, -1, -4, -0.2, 3, 7, -6
CN(C)/C=C(/C(=O)c1ccccc1)n1cncn1
→ -1, 0.1, -16, -8, -5, 0.6, 3, 0, -8
Cn1c(/N=C/c2c(O)ccc3ccccc23)nc2ccccc21
→ -9, 0.7, 7, -4, -6, 0.5, 3, 5, 5
COc1cccc(/C=N/NC(=O)NC2CCCCC2)c1O
→ -4, -0.1, -15, -14, 2, 1.0, 8, 4, -2
CC1=NN(c2ccc(Cl)c(C(=O)O)c2)C(=O)/C1=C\c1ccc(-c2ccc(C(=O)O)cc2)o1
→ ., ., 0, -6, -6, ., 2, 1, .
O=C(NC1CCCC1)C(c1ccncc1)N(CC1CCCO1)C(=O)Cn1nnc(-c2cccs2)n1 (stereo not drawn)
→ -17, 0.9, -4, -10, 1, 0.0, 10, 7, -13
FCCCOc1ccc(-c2nccc(-c3ccccn3)n2)cc1
→ -15, -1.1, -10, 5, -8, -2.3, -5, 1, -1
CCCS(=O)(=O)NC(=O)C1(C)CCN(C(=O)c2ccccc2OC(C)=O)C1 (stereo not drawn)
→ ., ., -20, 0, -4, ., 3, 1, .
O=c1c(-c2ccccc2)c(O)nc(SCCN2CCOCC2)n1-c1ccccc1
→ -7, -0.1, -11, -9, -7, 1.4, 10, 2, 3
Nc1nc(-c2ccccc2)c(N=Nc2ccc(Cl)cc2)s1
→ -7, 0.5, -23, 5, 8, -1.6, -1, 0, -4
COC(=O)CCCn1nc(NC(=O)c2ccco2)cc1C
→ -13, -0.8, -13, -13, -4, 1.4, 8, 2, 5
O=C(c1ccccc1)c1coc(-c2ccccc2)c1
→ ., ., 15, -13, 1, ., 3, 7, .
O=S(=O)(NCCc1ccccc1)c1ccc(F)cc1
→ -20, -0.5, 64*, -21, -3, -1.9, 13, 73*, 4
CC(C)(C)C(=O)OCCn1c(=O)c2cc3c(=O)n(CCOC(=O)C(C)(C)C)c(=O)c3cc2c1=O
→ 1, -0.2, 5, -15, -2, -0.1, 8, 1, -14
CCN1C[C@@H]2[C@@H]3C(=O)N(Cc4ccccc4)C(=O)[C@@H]3[C@](C)(C1=O)N2C(=O)c1ccc(Cl)c(Cl)c1
→ ., ., -2, -8, -5, ., 13, 4, .
Cc1ccc(C)c(S(=O)(=O)N2CCCCC2CCNC(=O)C(=O)NCc2ccncc2)c1 (stereo not drawn)
→ -25, -0.2, -7, -10, -3, -1.4, 15, 3, 6
CCOc1ccc(C(=O)NC(C(=O)NCCc2ccc(S(N)(=O)=O)cc2)C(C)C)cc1 (stereo not drawn)
→ -9, 0.3, -4, -6, -4, -0.2, 11, 0, -10
COc1ccc(-n2nc3c(c2NC(=O)c2ccc(S(=O)(=O)N4CCOCC4)cc2)CS(=O)(=O)C3)cc1
→ -10, -0.8, -2, -4, -5, 0.4, 2, 3, -8
Cc1[nH]c2ccccc2c1Cc1nnc(SCCC#N)o1
→ 4, 1.6, -4, -1, -4, 1.4, 4, 2, -19
O=C(NCCn1c(-c2ccncc2)nc2ccccc21)[C@H]1CCCN1c1nc(CN2CCCCC2)cs1
→ -4, 1.3, 4, -1, -11, 0.4, -4, 9, -6
COCCNC(=S)NC1CC2CCCC(C1)N2Cc1ccco1 (stereo not drawn)
→ -6, -0.7, 15, 6, -6, -0.3, 2, 3, -1
CCOC(=O)c1csc(N)c1-c1ccc([N+](=O)[O-])cc1
→ -22, -0.4, -13, 0, -4, -4.3, 23, -3, 7
CC(=O)N1CCN(C(=O)COC(=O)COc2c(C)cc(C)cc2C)CC1
→ -6, -0.6, -6, -4, -5, -0.8, 7, 9, -1
CC(CNC(=O)c1ccc(C#N)cc1)NC(=O)c1ccc(C#N)cc1 (stereo not drawn)
→ ., ., -5, 4, -3, ., -3, 2, .
CCCCC1CCC(C(=O)N(C)CC(=O)Nc2cccc(OC)c2)CC1 (stereo not drawn)
→ -36, 1.1, -20, -2, -2, -2.0, 3, -3, -2
Cc1ccc(-c2nn(Cc3ccccc3)cc2/C=C/C(=O)O)cc1
→ -9, 3.5, 7, 11, -3, 4.0, -1, 6, -14
O=C(Cc1cn2ccsc2n1)NCc1ccccc1
→ -7, 1.2, -2, -29, 1, 1.3, 3, 11, 4
O=C(Nc1c(Cl)ccc2nsnc12)c1ccc(Br)o1
→ ., ., -19, -21, -4, ., 9, 0, .
c1csc(Cc2nc(-c3ccc(-n4cccc4)cc3)no2)c1
→ -2, 0.4, -8, -13, 0, 0.0, 11, -1, -6
CCN(CC)CCOc1c(Br)ccc2c1sc1nc3n(c(=O)c12)CCC3
→ -32, 0.3, -2, 9, -3, 0.7, -9, 2, -5
COc1ccc(C(NC(=O)C2CCCCC2)c2c(O)ccc3ccccc23)cc1 (stereo not drawn)
→ -15, 0.0, -5, -10, -8, -1.1, 3, 3, -4
O=S(=O)(c1ccc(F)cc1)c1nc(-c2ccco2)oc1Nc1ccccc1
→ -27, -0.4, -6, -4, -6, -1.9, 3, -2, 1
CCN(c1ccccc1)S(=O)(=O)c1ccc(C(=O)N(CCCN(C)C)c2nc3c(C)cccc3s2)cc1
→ -4, 1.8, 29, -1, -3, 4.0, 8, 43*, -9

Rewritten as tab-separated lines: part of the list above.
structure	CHO parental Ca	V1aR counter	TAAR1 antagonist	CHRM1 antagonist	M1 ag	OXTR agonist	M1 PAM	TAAR1 ag	OXTR potentiate
CC(CNC(=O)c1ccc(C#N)cc1)NC(=O)c1ccc(C#N)cc1 (stereo not drawn)	.	.	-5	4	-3	.	-3	2	.
CCCCC1CCC(C(=O)N(C)CC(=O)Nc2cccc(OC)c2)CC1 (stereo not drawn)	-36	1.1	-20	-2	-2	-2.0	3	-3	-2
Cc1ccc(-c2nn(Cc3ccccc3)cc2/C=C/C(=O)O)cc1	-9	3.5	7	11	-3	4.0	-1	6	-14
O=C(Cc1cn2ccsc2n1)NCc1ccccc1	-7	1.2	-2	-29	1	1.3	3	11	4
O=C(Nc1c(Cl)ccc2nsnc12)c1ccc(Br)o1	.	.	-19	-21	-4	.	9	0	.
c1csc(Cc2nc(-c3ccc(-n4cccc4)cc3)no2)c1	-2	0.4	-8	-13	0	0.0	11	-1	-6
CCN(CC)CCOc1c(Br)ccc2c1sc1nc3n(c(=O)c12)CCC3	-32	0.3	-2	9	-3	0.7	-9	2	-5
COc1ccc(C(NC(=O)C2CCCCC2)c2c(O)ccc3ccccc23)cc1 (stereo not drawn)	-15	0.0	-5	-10	-8	-1.1	3	3	-4
O=S(=O)(c1ccc(F)cc1)c1nc(-c2ccco2)oc1Nc1ccccc1	-27	-0.4	-6	-4	-6	-1.9	3	-2	1
CCN(c1ccccc1)S(=O)(=O)c1ccc(C(=O)N(CCCN(C)C)c2nc3c(C)cccc3s2)cc1	-4	1.8	29	-1	-3	4.0	8	43*	-9
